GAA inhib: qHTS Assay for Inhibitors of Human alpha-Glucosidase as a Potential Chaperone Treatment of Pompe Disease; purified human GAA, 4-MU-alpha-glucoside fluorescence; AID 1466, 2008; Potency, µM (highest dose often 76.9 µM), for inactives: top-dose activity change, negative = inhibition, usual class: inhibitors; Lysosomal alpha-glucosidase (Homo sapiens), P10253; 200,000 tested, 0.005% active;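 also: potency is read from the fitted curve at half-maximal effect; plate controls were uninhibited enzyme wells for no effect and no-enzyme background for full effect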
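Fluorogenic assay: 4 nM human alpha-glucosidase with 400 uM 4-methylumbelliferyl-alpha-D-pyranoside in 50 mM citrate/phosphate, 0.005% Tween-20, pH 5.0, 20 min at room temperature. Compounds tested up to 77 uM; AC50 from Hill fits.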
aGlu spleen mod: qHTS Assay for Inhibitors and Activators of Human alpha-Glucosidase From Spleen Homogenate. 240,000 tested, 0.006% active. AID 2112, 2009. Potency, µM (titrated, usually from 79.9 µM), inactives show top-dose activity change, negative = inhibition, hits mostly inhibitors. human spleen homogenate, 4-MU-alpha-glucoside fluorescence. Lysosomal alpha-glucosidase (Homo sapiens), P10253;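 also: potency is read from the fitted curve at half-maximal effect; 0% = enzyme with vehicle and -100% = no enzyme basal signal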
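Human spleen homogenate (1 ug) incubated with compounds and 1 mM 4-methylumbelliferyl-alpha-D-glucopyranoside in pH 5.0 citrate/phosphate buffer, 37 C, 40 min. Stopped at pH 10; 4-MU fluorescence (Ex 365/Em 440 nm); AC50 by Hill fit.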
CBFb-RUNX1 inh: qHTS Assay for Compounds Blocking the Interaction Between CBF-beta and RUNX1 for the Treatment of Acute Myeloid Leukemia. Runt-related transcription factor 1 (Homo sapiens) + Core-binding factor subunit beta …. AlphaScreen CBFb-His/RUNX1-biotin binding, biochemical. Potency, µM (highest dose often 59.8 µM), inactives show top-dose activity, negative = inhibition, actives largely listed as inhibitors. 230,000 tested, under 10 active; also: % of control where 0% means no effect
Target sequence (Q01196 whole entry, looked up): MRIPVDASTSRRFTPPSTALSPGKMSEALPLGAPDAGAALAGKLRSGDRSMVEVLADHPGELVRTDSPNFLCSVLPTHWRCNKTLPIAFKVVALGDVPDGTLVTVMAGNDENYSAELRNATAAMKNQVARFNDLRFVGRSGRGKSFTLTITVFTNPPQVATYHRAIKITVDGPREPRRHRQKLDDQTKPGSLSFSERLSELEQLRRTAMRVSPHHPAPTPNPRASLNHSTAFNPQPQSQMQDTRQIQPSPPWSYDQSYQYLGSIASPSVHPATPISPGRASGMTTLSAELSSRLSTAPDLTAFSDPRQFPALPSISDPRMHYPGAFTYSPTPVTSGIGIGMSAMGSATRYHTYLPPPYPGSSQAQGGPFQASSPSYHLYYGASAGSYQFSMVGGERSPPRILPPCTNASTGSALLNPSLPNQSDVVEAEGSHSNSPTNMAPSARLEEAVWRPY
Target sequence (Q13951 whole entry, looked up): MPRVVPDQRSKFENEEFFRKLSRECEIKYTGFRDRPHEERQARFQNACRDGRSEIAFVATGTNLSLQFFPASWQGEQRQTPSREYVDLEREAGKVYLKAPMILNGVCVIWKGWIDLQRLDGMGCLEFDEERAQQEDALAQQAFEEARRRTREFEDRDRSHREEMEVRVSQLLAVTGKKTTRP
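AlphaScreen proximity signal reports loss of binding between His-tagged CBF-beta and biotin-labelled RUNX1, each at 30 nM. Proteins are pre-associated for 20 minutes, compounds added for 15 minutes, then beads for 90 minutes, all at ambient temperature.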
Lamin A splicing: qHTS Assay for Modulators of Lamin A Splicing; HeLa LMNA splicing GFP/RFP minigene ratio, 48 h; Potency, µM (doses to about 46.1 µM), for the others: at the top dose ratio change, negative = inhibition, actives largely listed as inhibitors; 200,000 tested, 0.01% active; active = well fitted inhibition curve with a large enough effect in the signal ratio, with a control signal flat, not every such curve was filed as active; inconclusive = small, poorly fitted or top-dose-only effect, or effect the other way, or a change in a side signal; the % refers to the signal ratio; also: potency is read from the fitted curve at half-maximal effect; % is scaled to controls: 0 for no effect and ±100 for the full control effect
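S3 HeLa stable clones carrying a lamin A-EGFP splicing minigene plus DsRed2 were seeded at 600 cells/well in Opti-MEM with 2% FBS, pin-dosed and incubated 48 h at 37°C. Acumen cytometry (488 nm) gave the GFP/RFP total-intensity ratio.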
HttQ103 aggreg: qHTS Multiplex Assay to Identify Dual Action Probes in a Cell Model of Huntington: Aggregate Formation (GFP); PC12 HttQ103-GFP aggregates, Acumen cytometry, 40 h; Potency, µM (doses to about 46.1 µM), inactives show at the top dose activity change, negative = inhibition, actives largely listed as inhibitors; 220,000 tested, 1.1% active; also: potency is read from the fitted curve at half-maximal effect; % is scaled to controls: 0 for no effect and ±100 for the full control effect; nearly all actives have a fitted effect of over 60% in size
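Huntingtin Q103 exon 1–GFP aggregates in induced PC12 cells (100 nM tebufenozide) were quantified by cytometry from lysates, with compounds dosed in titration.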
HTT ATP protect: qHTS Multiplex Assay to Identify Dual Action Probes in a Cell Model of Huntington: Cytoprotection (ATP); AID 1471, 2008; PC12 HTT-Q103 induced, cytoprotection, ATP luminescence, 40 h; Potency, µM (series often up to 56.4 µM), for inactives: cytoprotection (ATP increase), hits mostly activators; 230,000 tested, 0.14% active;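 also: potency is read from the fitted curve at half-maximal effect; % of control where 0% means no effect; nearly all actives have a fitted effect of over 45% in size; toxic huntingtin expression switched on by the ecdysone agonist tebufenozide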
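Quantitative HTS on tebufenozide-induced (100 nM) PC12 cells expressing HTTQ103 exon 1–GFP; compounds tested as a concentration series; survival measured via cellular ATP.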
GAA glycogen: qHTS Assay for Inhibitors and Activators of Human alpha-Glucosidase Cleavage of Glycogen; AID 2100, 2009; Potency, µM (doses to about 76.4 µM), without a hit: top-dose activity change, negative = inhibition, actives largely listed as inhibitors; recombinant GAA, glycogen substrate, Amplex Red glucose oxidase fluorescence; Lysosomal alpha-glucosidase (Homo sapiens), P10253; 300,000 tested, 0.38% active;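 also: potency is read from the fitted curve at half-maximal effect; 0% = full enzyme reaction and -100% = no-enzyme basal signal; the screen sought inhibitors and activators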
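Recombinant human alpha-glucosidase (4 nM final) hydrolysed bovine liver glycogen (30 ug) for 40 min at 37 C in pH 5.0 citrate/phosphate with 0.01% Tween-20. Released glucose detected by glucose oxidase/Amplex Red, Ex 573/Em 610 nm. Compounds up to 77 uM; AC50 from Hill fits.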
* = called active by the depositor; u = inconclusive; x = not tested or not shown; & = joins results of further samples; [ ] = remark or other dose. Unless noted, calls follow the shape of the dose curve; as a rule, active = well fitted curve in the direction sought with a large enough effect; inconclusive = small, poorly fitted or top-dose-only effect, or another doubt; inactive = no such curve, though single readings can be large; an effect the other way counts as inactive or inconclusive.

SMILES	GAA inhib	aGlu spleen mod	CBFb-RUNX1 inh	Lamin A splicing	HttQ103 aggreg	HTT ATP protect	GAA glycogen
COC(=O)c1ccc(C(=O)OC)c(NC(=S)N2CCN(c3ccc(F)cc3)CC2)c1	-5%	2%	-22%	u	-16%	x	4%
CN(C)S(=O)(=O)c1ccc(C(=O)OCn2nnc3ccccc3c2=O)cc1	u	-9%	14%	-4%	-3%	-14%[10 µM]	-6%
CCn1c(=O)ccc2cc([N+](=O)[O-])ccc21	14%	-4%	10%	x	x	x	-14%
Cc1ccc(-n2ncc3c(=O)n(CC(=O)N4CCCc5ccccc54)cnc32)cc1C	-1%	1%	2%	u	-26%	18%[10 µM]	5%
Cc1cc(Cl)cc(Cl)c1CNc1c([N+](=O)[O-])c(=O)oc2ccccc12	0%	6%	-8%	7%	-7%	6%[10 µM]	9%
Cc1cc(C(=O)OCC(=O)Nc2cc(S(=O)(=O)N(C)C)ccc2C)c2ccccc2n1	-5%	1%	-9%	-10%[46 µM]	0%	-4%[10 µM]	-3%
CCOC(=O)Cc1csc(NC(=O)c2sc3nc4ccc(C)cc4cc3c2N)n1	2%	3%	-20%	8%	9%	-126%[inhibitor]	5%
COc1ccccc1-c1nc(Nc2ccncc2)c2ccccc2n1	x	-7%	x	u	x	-31%[inhibitor]	x
COc1cccc(CN(C)CC(=O)Nc2cccc3ccccc23)c1	-7%	6%	-4%	-10%[46 µM]	19%	-31%[inhibitor]	4%
COc1cccc(N2CCN(C3CCCC(C)C3)CC2)c1 (centres undefined)	-10%	-5%	9%	-11%	-1%	-8%[0.074 µM]	-3%
COc1cccc(-c2cc(C(=O)N3CCN(c4ncccn4)CC3)c3ccccc3n2)c1	0%	-14%	-5%	u	-8%	-25%	-5%
Cc1cc(C(=O)NCCc2ccccc2)c2cc(F)ccc2n1	5%	-4%	0%	x	x	x	4%
C/C(=N\NC(=O)CCc1ccccc1)C1C(=O)c2ccccc2C1=O	7%	-2%	-11%	u	5%[9.22 µM]	21%[10 µM]	17%
NS(=O)(=O)c1ccc(NC(=O)COC(=O)CCC2CCCC2)cc1	-11%	-2%	8%	u	9%	-17%	-29%
Cc1ccc(NC(=O)CC2CS(=O)(=O)CC2CC(=O)Nc2ccc(C)c(C)c2)cc1C (centres undefined)	7%	0%	3%	1%	-6%	-16%	11%
O=C(COC(=O)C1CCN(/C=C/C(=O)C(F)(F)F)CC1)Nc1ccccc1	1%	-3%	2%	-5%	-4%	4%[10 µM]	12%
Cc1[nH][nH]c(=O)c1/C=N/N1CCOCC1	-6%	x	10%	u	10%	-14%	u
CCCCC/C=C\C/C=C\C/C=C\CCCCCCC(=O)O[C@H](COCCCCCCCCCCCCCCCC)COP(=O)([O-])OCC[N+](C)(C)C	x	3%	-1%	x	x	3%	x
CCC(=O)NC1(C(F)(F)F)C(=O)Nc2c1c(=O)[nH]c(=O)n2CC(C)C (centres undefined)	x	0%	4%	x	-6%[9.22 µM]	24%[10 µM]	5%
COc1ccc(-c2cc(C(F)(F)F)nc(N3CCCCC3)n2)cc1OC	1%	1%	7%	-1%	-11%	-4%	-7%
CC(C)c1csc(CN2CCC(N3CCC(C(=O)NCC4CCCO4)CC3)CC2)n1 (centres undefined)	9%	-9%	6%	3%[46 µM]	19%[9.22 µM]	30%[10 µM]	-8%
O=C1C=C(Nc2ccccc2)c2ccccc2C1=O	5%	-2%	-2%	u	4.5µM*	-186%[inhibitor]	7%
O=C(NC(=S)Nc1nc(-c2ccc(Br)cc2)cs1)c1cccnc1	1%	-1%	-3%	-4%	17%	-21%	0%
Cc1ccc(NC(=S)NNS(=O)(=O)c2ccc3ccccc3c2)cc1Cl	-1%	0%	1%	x	-2%	29%	u
CCn1cc(CNC(=O)c2cc([N+](=O)[O-])c(C)c([N+](=O)[O-])c2)cn1	-9%	4%	-4%	8%	-20%	21%[10 µM]	8%
Cc1cc(C)c2c(N)c(C(=O)c3ccc(Br)cc3)oc2n1	x	1%	9%	x	2%[9.22 µM]	1%[10 µM]	1%
COc1ccc2cc1Oc1ccc(cc1)C[C@H]1c3cc(c(OC)cc3CCN1C)Oc1c(OC)c(OC)cc3c1[C@H](C2)N(C)CC3	x	0%&-26%&-3%&0%	-14%	x	-24%[9.22 µM]	-147%[inhibitor]	-1%
O=C(CP(=O)(c1ccccc1)c1ccccc1)N1CCCCC1	-2%	-1%	11%	11%	x	1%	-4%
CC(C)Sc1nc2c(c(=O)[nH]c(=O)n2C)n1CCc1ccccc1	-2%	-1%	-3%	11%	-1%	10%[10 µM]	12%
Cc1ccccc1Cn1nnc(-c2ccc3c(c2)OCO3)n1	-4%	-9%	27%	-8%	-4%	7%[10 µM]	-6%

Some of the entries above, set out differently:
canonical_smiles,GAA inhib,aGlu spleen mod,CBFb-RUNX1 inh,Lamin A splicing,HttQ103 aggreg,HTT ATP protect,GAA glycogen
COC(=O)c1ccc(C(=O)OC)c(NC(=S)N2CCN(c3ccc(F)cc3)CC2)c1,-5%,2%,-22%,u,-16%,x,4%
CN(C)S(=O)(=O)c1ccc(C(=O)OCn2nnc3ccccc3c2=O)cc1,u,-9%,14%,-4%,-3%,-14%[10 µM],-6%
CCn1c(=O)ccc2cc([N+](=O)[O-])ccc21,14%,-4%,10%,x,x,x,-14%
Cc1ccc(-n2ncc3c(=O)n(CC(=O)N4CCCc5ccccc54)cnc32)cc1C,-1%,1%,2%,u,-26%,18%[10 µM],5%
Cc1cc(Cl)cc(Cl)c1CNc1c([N+](=O)[O-])c(=O)oc2ccccc12,0%,6%,-8%,7%,-7%,6%[10 µM],9%
Cc1cc(C(=O)OCC(=O)Nc2cc(S(=O)(=O)N(C)C)ccc2C)c2ccccc2n1,-5%,1%,-9%,-10%[46 µM],0%,-4%[10 µM],-3%
CCOC(=O)Cc1csc(NC(=O)c2sc3nc4ccc(C)cc4cc3c2N)n1,2%,3%,-20%,8%,9%,-126%[inhibitor],5%
COc1ccccc1-c1nc(Nc2ccncc2)c2ccccc2n1,x,-7%,x,u,x,-31%[inhibitor],x
COc1cccc(CN(C)CC(=O)Nc2cccc3ccccc23)c1,-7%,6%,-4%,-10%[46 µM],19%,-31%[inhibitor],4%

Following part:
SMILES	GAA inhib	aGlu spleen mod	CBFb-RUNX1 inh	Lamin A splicing	HttQ103 aggreg	HTT ATP protect	GAA glycogen
COc1ccc2nc(SCC(C)=O)c(C#N)cc2c1	-6%	-2%	12%	5%	1%	-15%[10 µM]	10%
O=C(COC(=O)c1ccco1)Nc1ccccc1[N+](=O)[O-]	-4%	-1%	-8%	9%[46 µM]	12%	-15%	1%
COc1ccc(C(=O)C2CCCN(C(=O)c3ccccc3C(C)=O)C2)cc1F (centres undefined)	1%	1%	6%	x	-1%	-17%	6%
Cc1ccc(S(=O)(=O)Nc2ccc(S(=O)(=O)N3CCCC3)cc2)cc1	-15%	-5%	5%	-5%	-13%	-20%	-4%
COCCOC(=O)C1=C(C)NC(SCC(=O)NC(C)(C)C)=C(C#N)C1c1ccco1 (centres undefined)	-2%	-1%	8%	-2%	-4%	-25%	-6%
COC(=O)NC(CC(C)=O)c1ccccc1 (centres undefined)	x	-8%[17.4 µM]	11%[13.1 µM]	x	x	-15%[10 µM]	x
COc1ccc(-c2noc(-c3ccccc3C(=O)Nc3cccnc3)n2)cc1OC	-9%	-4%	10%	-17%	-3%	-5%[0.074 µM]	-2%
O=[N+]([O-])c1ccc(-c2ccc(/C=N/Nc3nc(NCc4ccccc4)nc(N4CCOCC4)n3)o2)cc1	7%	6%	2%	x	0%[9.22 µM]	-67%[inhibitor][10 µM]	-5%
COc1cc(SC)ccc1C(=O)Nc1ccc(C)cc1	2%	4%	0%	x	12%[9.22 µM]	-2%[10 µM]	-12%
Cc1occc1-c1nnc(SCC(=O)N2CCOCC2)n1Cc1ccco1	-5%	2%	4%	8%	10%	-1%[10 µM]	-4%
COc1ccc(NC(=O)C(CCSC)N2C(=O)c3ccccc3C2=O)cc1 (centres undefined)	6%	-4%	13%	9%	5%	-6%	3%
CCCCCC(C)N (centres undefined)	x	0%	4%	x	11%	-3%	x
COC(=O)C(=Nc1ccccc1)/C(C(=O)C(=O)N(C)c1ccccc1)=C(\O)c1ccccc1	x	-3%	4%	x	12%[9.22 µM]	3%[10 µM]	22%
CN(C)C(=S)SCCn1c(N)nc(N(C)C)nc1=O	x	-10%	10%	x	29%[9.22 µM]	32%[10 µM]	3%
Fc1ccccc1NC(=S)N1CCN(Cc2ccccc2)CC1	-4%	3%	-2%	-9%	10%	14%[10 µM]	-6%
COc1ccc(Nc2nc(N)nc(CSC(=S)N3CCN(C)CC3)n2)cc1	5%	0%	5%	x	10%	-1%	-6%
CC(=O)C(Sc1ccc2nnc(-c3ccncc3)n2n1)C(C)=O	-1%	-5%	-2%	-10%	-32%	-20%	-2%
CCCn1nnnc1SCC(=O)N1CCN(C(=O)c2ccco2)CC1	3%	-7%	10%	-1%	-1%	2%[10 µM]	2%
Cn1c(SCC(=O)C(C)(C)C)nnc1-c1cccnc1	3%	3%	-1%	-5%	-1%	-13%	19%
COc1ccc(Cc2noc(CN3CCCC(OCc4ccccn4)C3)n2)cc1OC (centres undefined)	x	1%	4%	x	-4%[9.22 µM]	5%[10 µM]	-13%
CC1(C)CC(=O)C(CC2=C(N)CC(C)(C)CC2=O)=C(N)C1	x	-10%	13%	x	-12%[9.22 µM]	-2%[10 µM]	-1%

Rows are unselected (roughly 1.5% active in at least one column).
